LEDGF integ inh = blocks HIV-1 LEDGF/p75-dependent DNA integration; TR-FRET IN-LEDGF/p75 DNA integration, Eu/Cy5; 370,000 tested, 0.64% active; AID 743269; inhibition, % at 3.7 µM;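 active means inhibition above the screen-wide mean plus 3 SD, cut at about 13% in these data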;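 further: signal is the Cy5 over europium emission ratio at 671 and 618 nm; 0% = plate median of compound wells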
HTRA1 inhibitor = HTRA1 (human) protease inhibition | Q92743 | recombinant HTRA1, FP-rhodamine activity-based probe, fluorescence polarization | inhibition, % at 5.96 µM | 340,000 tested, 0.5% active; in the data active means inhibition above about 36%;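 further: 0% = enzyme with DMSO and 100% = wells lacking enzyme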
mABHD4 FP = inhibits mouse alpha/beta hydrolase domain 4. purified mABHD4, FP-Rh probe fluorescence polarization. Q8VD66. 370,000 tested, 0.54% active. AID 720543. inhibition, % at 8.92 µM;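 active means inhibition exceeding the mean over every tested compound plus 3 SD, cut at about 30% in these data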;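 further: 0% = plate median of compound wells and 100% = S159A mutant with DMSO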
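Assay system: mABHD4 protein; medium: HEPES pH 7.0, NaCl, Pluronic buffer; dosing: 8.92 µM, single dose; schedule: 45 min + 60 min at 25 °C; signal: FP readout, ex 525 nm / em 598 nm; read-out: normalized percent inhibition of probe labeling; repeats: single replicate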
PG9 binder = PG9 antibody binding by small molecule. TR-FRET gp120-PG9 antibody binding. inhibition, % at 6.7 µM. 360,000 tested, 0.43% active; in the data active means inhibition above about 8.5%
TCR CD3 inh = human TCR-CD3 binding inhibition; TAMRA-labeled TCR probe fluorescence, biochemical; inhibition, % at 9.4 µM; 360,000 tested, 0.37% active; in the data active means inhibition above about 19%;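 further: recombinant mutant TCR 2C K166C tagged with TAMRA read by polarization; 0% = receptor in buffer alone and 100% = receptor with positive control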
Rev-erbA mod = modulates human Rev-erb alpha binding to DNA | Rev-erbα–FITC-DNA binding, fluorescence polarization, 90 min | activity, % at 10 µM | 370,000 tested, 0.79% active;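 active means activity above about 14%, limit read from the data; passing the limit was not always enough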;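 further: 0% = DMSO wells with 35 nM protein and 100% = DMSO wells with 750 nM protein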
rCAG RNA binder = binds r(CAG) RNA repeats | r(CAG) RNA repeat, TO-PRO-1 dye displacement fluorescence | inhibition, % at 3 µM | 370,000 tested, 1.3% active;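 active means inhibition above the plate cutoff, the mean of all test compounds on that plate plus 3 SD, cut at about 35% in these data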;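 further: 0% = DMSO alone and 100% = 100 µM mitoxantrone as full dye displacement; higher means more dye released from RNA so lower well fluorescence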
UHRF1 MBD2 ctr = human UHRF1 methylated DNA binding inhibitors; Q96T88; UHRF1 binding to methylated oligo, TR-FRET; inhibition, % at 4.4 µM; 370,000 tested, 0.75% active; AID 687016; in the data active means inhibition above about 21%;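 further: UHRF1 SRA domain binding a hemimethylated CpG hairpin DNA probe; 0% = median of test compound wells and 100% = reference inhibitor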
PRMT1 FP inh = PRMT1 (human) inhibition, primary screen; Q99873; recombinant PRMT1, activity-based probe fluorescence polarization; inhibition, % at 2.79 µM; 370,000 tested, 1.3% active; AID 652257;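 active means inhibition above about 21% made by adding two undisclosed values, limit read from the data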
Target sequence (Q99873 whole entry, looked up): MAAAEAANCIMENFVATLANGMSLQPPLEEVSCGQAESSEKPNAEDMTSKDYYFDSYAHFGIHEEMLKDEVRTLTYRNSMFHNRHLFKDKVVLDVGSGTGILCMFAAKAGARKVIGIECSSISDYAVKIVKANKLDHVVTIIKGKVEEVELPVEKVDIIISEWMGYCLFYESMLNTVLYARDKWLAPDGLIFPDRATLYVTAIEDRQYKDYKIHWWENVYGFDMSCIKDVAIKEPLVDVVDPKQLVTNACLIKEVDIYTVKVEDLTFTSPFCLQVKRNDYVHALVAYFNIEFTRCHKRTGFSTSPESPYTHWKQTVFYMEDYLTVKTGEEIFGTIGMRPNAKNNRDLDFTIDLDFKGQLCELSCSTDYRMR
MBD2 DNA inh = inhibitors of human MBD2 binding to methylated oligonucleotide | Q9UBB5 | TR-FRET | inhibition, % at 4.4 µM | 370,000 tested, 0.31% active | AID 686964; in the data active means inhibition above about 13%
Target sequence (Q9UBB5 whole entry, looked up): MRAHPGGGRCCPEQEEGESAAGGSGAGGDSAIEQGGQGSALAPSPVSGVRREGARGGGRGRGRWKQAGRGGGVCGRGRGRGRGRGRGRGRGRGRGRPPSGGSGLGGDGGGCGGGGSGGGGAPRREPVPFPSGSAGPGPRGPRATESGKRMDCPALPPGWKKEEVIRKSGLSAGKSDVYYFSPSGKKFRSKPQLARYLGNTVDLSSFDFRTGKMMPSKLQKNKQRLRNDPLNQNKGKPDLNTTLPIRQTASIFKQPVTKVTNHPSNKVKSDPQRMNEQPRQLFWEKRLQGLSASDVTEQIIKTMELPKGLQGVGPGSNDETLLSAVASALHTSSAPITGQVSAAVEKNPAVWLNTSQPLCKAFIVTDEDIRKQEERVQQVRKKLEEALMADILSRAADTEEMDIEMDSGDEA
Starred values were filed as active, the others as inactive; / = no result given; & = joins results of further samples. Not all compounds are listed; count on the stated rates, not on these rows.

Values in the order – LEDGF integ inh	HTRA1 inhibitor	mABHD4 FP	PG9 binder	TCR CD3 inh	Rev-erbA mod	rCAG RNA binder	UHRF1 MBD2 ctr	PRMT1 FP inh	MBD2 DNA inh
O=C(c1ccc(CN2CCc3ccccc3C2)cc1)N1CCN(c2ccc(F)cc2)CC1
→ 0	-18	3	-1.2	-1	3	-8	5	-1	1
CS(=O)(=O)Nc1ccc([N+](=O)[O-])cc1Oc1ccccc1
→ 5	-4	-3	2.8	0	-3&1	5	-1	-6	-2
CC1(C)N=C(N)NC(Nc2ccc(Br)cc2)=N1
→ 0	6	-2	1.7	2	2	-3	-3	-6	4
Cc1cc(C)nc(SCC(=O)c2ccc(C)c(C)c2)n1
→ -3	-5	-2	-1.3	6	-1	-6	-2	-1	0
C[C@@H]1CN([C@H](C)CO)C(=O)CCCn2nncc2CO[C@H]1CN(C)C(=O)Nc1ccc(N2CCN(C)CC2)cc1
→ 0	-1	8	-2.5	3	3	-1	-1	-1	2
Cc1nc(/C=C\C(=O)O)c2cc(C)oc2n1
→ -1	1	4	-1.2	5	6	0	0	1	5
Cc1cc2cc(CCNC(=O)c3ccc(C)c([N+](=O)[O-])c3)c(=O)[nH]c2cc1C
→ 2	0	-2	0.5	1	2	-2	2	3	10
CCOC(=O)c1c(C)nc(-c2ccccc2)nc1N
→ 2	4	-1	2.3	-6	-1	-1	0	2	-6
COc1cccc(COC(=O)c2cc(S(=O)(=O)N3CCOCC3)ccc2Cl)c1OC
→ -1	-2	-3	-0.4	-2	3	-4	0	1	-1
CN1C=C(C(F)(F)F)C=C/C1=C(\C#N)c1nnc2n1CCCCC2
→ 1	-5	-3	0.3	8	0	-1	1	-1	3
CCOC(=O)c1nnn(CC(=O)N2N=C(c3ccccc3)CC2c2ccccc2)c1C(=O)OCC (stereo not given)
→ 0	5	4	-0.1	-2	11	-1	1	-2	-4
COc1cc(C(=O)Nc2cc(C)ccc2C)ccc1OCc1c(C)noc1C
→ 3	-2	-9	3.5	-5	4	3	6	4	1
O=C(CSc1cn[nH]n1)Nc1ccc(O)c(C(=O)O)c1
→ -2	2	2	2.1	8	4	-2	-1	6	-1
C=CCOc1ccc(C[C@H](N)C(=O)NC[C@H]2O[C@@H](n3ccc(N)nc3=O)[C@H](O)[C@@H]2O)cc1
→ 4	3	1	1.3	7	-1	3	-1	0	3
Cc1cc(N/N=C/c2ccc(F)cc2)nc(NCc2ccccc2)n1
→ 0	/	7	-0.4	-3	1	2	-1	-2	1

Eight structures already listed, ordered by length of the SMILES, high to low.
Values in the order – LEDGF integ inh	HTRA1 inhibitor	mABHD4 FP	PG9 binder	TCR CD3 inh	Rev-erbA mod	rCAG RNA binder	UHRF1 MBD2 ctr	PRMT1 FP inh	MBD2 DNA inh
Cc1cc2cc(CCNC(=O)c3ccc(C)c([N+](=O)[O-])c3)c(=O)[nH]c2cc1C
→ 2	0	-2	0.5	1	2	-2	2	3	10
CCOC(=O)c1nnn(CC(=O)N2N=C(c3ccccc3)CC2c2ccccc2)c1C(=O)OCC (stereo not given)
→ 0	5	4	-0.1	-2	11	-1	1	-2	-4
O=C(c1ccc(CN2CCc3ccccc3C2)cc1)N1CCN(c2ccc(F)cc2)CC1
→ 0	-18	3	-1.2	-1	3	-8	5	-1	1
CN1C=C(C(F)(F)F)C=C/C1=C(\C#N)c1nnc2n1CCCCC2
→ 1	-5	-3	0.3	8	0	-1	1	-1	3
COc1cc(C(=O)Nc2cc(C)ccc2C)ccc1OCc1c(C)noc1C
→ 3	-2	-9	3.5	-5	4	3	6	4	1
Cc1cc(C)nc(SCC(=O)c2ccc(C)c(C)c2)n1
→ -3	-5	-2	-1.3	6	-1	-6	-2	-1	0
CCOC(=O)c1c(C)nc(-c2ccccc2)nc1N
→ 2	4	-1	2.3	-6	-1	-1	0	2	-6
Cc1nc(/C=C\C(=O)O)c2cc(C)oc2n1
→ -1	1	4	-1.2	5	6	0	0	1	5

Other results:
Values in the order – LEDGF integ inh	HTRA1 inhibitor	mABHD4 FP	PG9 binder	TCR CD3 inh	Rev-erbA mod	rCAG RNA binder	UHRF1 MBD2 ctr	PRMT1 FP inh	MBD2 DNA inh
Cc1ccc(S(=O)(=O)[N-]c2nc3ccccc3nc2-n2cc[n+](Cc3ccccc3)c2)cc1
→ 4	-9	14	-1.4	9	-2	-1	-4	-1	-1
CC(OC(=O)CCC(=O)c1cccs1)C(=O)Nc1ccccc1[N+](=O)[O-] (stereo not given)
→ -4	-10	4	1.6	6	0	-5	1	1	7
COC(=O)C(NC(=O)CCC(=O)NC(C(=O)OC)c1ccccc1)c1ccccc1 (stereo not given)
→ 1	1	3	-0.2	5	3	-5	-3	-4	-4
COc1ccc(Br)cc1/C=c1\sc2nc(-c3ccco3)nn2c1=O
→ 24*	-25	-8	-0.4	13	-25	46*	71*	11	23*
COc1cccc(CN(C)C(=O)CSCC(=O)Nc2cc(C)on2)c1OC
→ 1	6	4	-1.7	5	2	-2	1	-4	1
Clc1ccccc1N/N=C/c1ccc2c(c1)OCO2
→ -4	21	17	-1.3	3	-1	2	3	2	2
C=C1C[C@H](O[C@@H]2O[C@H](CO)[C@@H](O)[C@H](O)[C@H]2O)[C@@H]2[C@H](OC(=O)[C@H]2C)[C@H]2[C@H](C)[C@H](O)C[C@@H]12
→ 0	-2	0	0.0	2	2	3	3	-1	-2
CCOC(=O)C(Cc1ccccc1)c1ccnc2ncnn12 (stereo not given)
→ 3	5	-3	-2.8	0	0	-2	-2	-2	1
CCc1ccccc1NC(=O)c1ccc2nc(N3CCOCC3)sc2c1
→ 1	-5	-2	-0.2	7	9	1	-1	-6	-7
CC(=O)N/C(=C\c1ccc(C)o1)C(=O)NCc1ccccc1
→ 4	3	5	-0.8	5	-4	7	-7	-1	2
COc1ccc2[nH]c3c(c2c1)CCN1C(=O)C(CC(=O)NCCCN(C)C)C[C@H](C(=O)N2CCOCC2)[C@@]31CCC1CCCC1 (stereo not given in full)
→ 3	6	1	-1.3	4	-8	8	20	-3	6
Cc1nc(SCC(=O)Nc2cccnc2Cl)nc(C)c1C
→ 11	-3	4	-3.3	-1	2	-4	-2	-4	-6
COc1cccc(C(=O)NCC(=O)N/N=C/c2cccc(OC(=O)c3ccc([N+](=O)[O-])cc3)c2)c1
→ -3	0	3	2.9	-6	-4	3	-1	0	4
CCc1ccc(NC(=O)c2ccccc2NC(=O)C2CCCO2)cc1 (stereo not given)
→ -3	1	3	-2.3	7	-2	-2	-1	1	-2
Cc1ccc(NS(=O)(=O)c2cc3c(cc2Br)NC(=O)CO3)cc1C
→ 2	/	23	-0.1	2	23*	4	-3	0	-6

(next part)
canonical_smiles,LEDGF integ inh,HTRA1 inhibitor,mABHD4 FP,PG9 binder,TCR CD3 inh,Rev-erbA mod,rCAG RNA binder,UHRF1 MBD2 ctr,PRMT1 FP inh,MBD2 DNA inh
CCCC[C@@H]1CNC(=S)N1CCc1cccc2ccccc12,10,-48,-4,0.9,-1,13,0,-1,2,0
O=C(CSc1nc(NS(=O)(=O)c2ccccc2)cc(=O)[nH]1)Nc1ccccc1Cl,1,-12,0,-1.0,3,-3,13,-1,29*,1
CCN(CC)CCN(Cc1cc2cc3c(cc2[nH]c1=O)OCO3)C(=S)NCCOC,-1,6,4,1.4,-2,0,-3,-1,3,-1
COc1ccc(CC(=O)NNC(=S)Nc2ccccc2)cc1Cl,-3,-3,-1,0.1,-6,0,2,-1,-4,-3
Cn1c(N)c(C(=O)COC(=O)C2CCCN2C(=O)c2cccs2)c(=O)n(C)c1=O (stereo not given),-1,10,4,0.3,-1,-8,-3,3,5,0
Cc1cccc(CSc2nnc([C@@H]3CCCN3)o2)c1,5,3,4,1.6,2,3,-5,-2,-3,-2
Cc1ccc(C)c(S(=O)(=O)N2CCN(C(=O)CCNS(=O)(=O)c3ccc(C)c(C)c3)CC2)c1,-3,-5,-1,-0.3,-3,5,-2,2,0,5
CCOc1ccc(-c2c(C(=O)N/N=C/c3ccc(C)cc3)nnn2-c2nonc2N)cc1,-4,-27,-12,-0.4,5,9,6,-2,-3,-3
Cc1ccc2nc(-c3ccc(NC(=O)CSc4nccc(=O)[nH]4)cc3)sc2c1,1,-48,0,12*,-2,10,40*,3,1,1
NC(=O)[C@@H]1CCCN1C(=O)[C@H]1O[C@@H](n2ccc(N)nc2=O)[C@H](O)[C@@H]1O,3,/,0,-1.3,0,-2,0,-1,-2,3
CCN(CC)C(=O)Oc1ccc(NC(C)=O)cc1,0,0,-7,-0.6,-3,4,5,4,1,2
COc1ccccc1NC(=O)COC(=O)CN1C(=O)C(=O)c2ccccc21,-2,5,0,-3.1,4,-1,4,-5,-1,-5
CN(C)c1oc(-c2cccs2)nc1C#N,1,8,9,0.8,-5,3,-3,-2,-1,0
CCC1=[N+](C)CCn2c(C)ccc21,-2,-1,-6,0.8,-5,-4,2,2,1,-1
O=C(O)CN1C(=O)/C(=C\c2cccc(OCc3ccc(Cl)cc3Cl)c2)SC1=S,6,-112,-25,-0.2,5,-9,79*,-5,3,-11
O=C(Nc1ccc(N2CCCC2)c(Cl)c1)c1ccc(Br)o1,-4,-26,-6,-0.9,-8,-1,15,-3,-3,-1
O=C(NCc1ccco1)c1cnn2c(C(F)(F)F)cc(-c3ccco3)nc12,1,-7,1,0.7,-1,6,6,-2,3,-2
O=C(CN1CCC(NC(=O)C2CCCCC2)CC1)Nc1cccc(F)c1,2,3,-10,-1.6,-3,-3,-2,1,-7,-8
CC(C)CCn1c(SCC#N)nc2c(sc3ccccc32)c1=O,-1,-2,-7,0.6,1,7,1,0,5,7
COc1cc(NC(=O)c2cc(C)no2)cc(OC)c1OC,-1,8,-6,-0.4,0,1,1,-1,0,1
COC(=O)C(Cc1ccc(O)cc1)NC(=O)C(CC(=O)OC(C)(C)C)NC(=O)OC(C)(C)C (stereo not given),-2,8,0,-0.4,6,-3,-7,-3,0,2
CN[C@H](C)C(=O)NC[C@H]1O[C@@H](n2cc(C)c(=O)[nH]c2=O)C[C@@H]1O,-1,1,-1,-1.2,0,3,1,-2,-5,-1
CCOC(=O)/C(O)=C(\C#N)c1nc2ccccc2[nH]1,-4,11,15,2.2,-2,-2,8,-6,4,-1
CN1CCC(=C(c2ccc(Cl)cc2)c2ccccn2)CC1,-3,3,2,-0.7,0,5,-5,0,0,0
Cc1cc(C)c(C(=O)O)c(Cl)n1,-1,5,0,0.5,5,-8,-2,-2,0,1
COc1ccc(C(=O)NC2CC2)cc1OC1CCN(Cc2cc(C)c(C)cc2C)CC1,3,1,-1,-2.2,1,-2,-9,4,-1,2
